# HCV inhibitor – inhibitors of hepatitis C virus infection; AID 651820; Potency, µM (top dose mostly 41.8 µM), without a hit: at the highest dose activity change, negative = inhibition, actives largely listed as inhibitors; 3.4% of 340,000 active; Huh7.5.1 HCVcc-Cre infection, luciferase reporter, 44 h; note: potency is the fitted concentration of half-maximal effect
#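 Cells seeded at 1,000/well and cultured 4 h, then compounds added followed by HCVcc-Cre virus (~0.5 moi). After 44 h further culture, luciferase substrate was added, plates held 15 min at room temperature, and luminescence read for 15 sec.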
# AmpC inh detg – inhibitors of E. coli AmpC beta-lactamase with detergent; Potency, µM (highest dose often 114 µM), for inactives: at the top dose activity change, negative = inhibition, usual class: inhibitors; AID 485294; AmpC hydrolysis of nitrocefin, absorbance 480 nm, 0.01% Triton; 0.041% of 370,000 active;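 note: potency is the fitted concentration of half-maximal effect; 0% = no-compound wells and -100% = no-enzyme wells; nearly all actives have a fitted effect of over 25% in size; some results filed as inactive show a strong effect at the top dose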
# Target sequence (P00811 whole entry, looked up): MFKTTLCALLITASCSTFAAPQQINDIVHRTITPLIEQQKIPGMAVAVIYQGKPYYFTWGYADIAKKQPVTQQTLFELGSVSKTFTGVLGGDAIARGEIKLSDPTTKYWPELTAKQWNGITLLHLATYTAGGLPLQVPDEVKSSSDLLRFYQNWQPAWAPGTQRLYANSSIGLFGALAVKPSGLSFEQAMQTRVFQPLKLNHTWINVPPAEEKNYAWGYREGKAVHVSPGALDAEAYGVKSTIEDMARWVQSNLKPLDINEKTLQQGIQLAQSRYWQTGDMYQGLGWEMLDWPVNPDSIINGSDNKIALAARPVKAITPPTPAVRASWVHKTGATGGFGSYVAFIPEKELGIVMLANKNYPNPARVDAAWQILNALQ
#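 20 mM phosphate pH 7.0 + 0.01% (detergent screen) or 0.0001% Triton X-100; 5.3 nM AmpC reagent; cpd preinc 15 min RT; nitrocefin (800 uM stock) to start; A480 q20 s × 4 min; Activity was normalised to no-enzyme and no-compound control wells.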
# Sm TGR inh – inhibitors of Schistosoma mansoni thioredoxin glutathione reductase. purified TGR, DTNB reduction, TNB absorbance 405 nm. Potency, µM (doses to about 114 µM), without a hit: top-dose activity change, negative = inhibition, hits mostly inhibitors. 3% of 360,000 active; note: potency is the fitted concentration of half-maximal effect; nearly all actives have a fitted effect of over 60% in size
#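 TGR 20 nM + NADPH 100 uM (dispensed conc.), cpd preinc 15 min RT; start with NADPH (500 uM addition) then DTNB (15 mM addition). Kinetic TNB absorbance, 405 nm filter. Four-parameter Hill fit across titration.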
# AMA1 RON2 block – AMA1-RON2 (P. falciparum) interaction inhibition; Potency, µM (series often up to 58.2 µM), inactives show top-dose activity change, negative = inhibition, most hits filed as inhibitors; AlphaScreen AMA1-biotinylated RON2 peptide binding; 0.2% of 360,000 active;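 note: potency is the fitted concentration of half-maximal effect; 0% = vehicle wells and -100% = peptide control; nearly all actives have a fitted effect of over 45% in size; some results filed as inactive show a strong effect at the top dose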
#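 AMA1 (3D7) with his tag at 25 nM final met compounds first, then biotinylated RON2 peptide at 25 nM; detection used donor plus acceptor beads, 10 µg/mL apiece, read by AlphaScreen after 30 min at room temperature.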
# FBPA Giardia inh – inhibitors of Giardia lamblia fructose-1,6-bisphosphate aldolase; A8B2U2; purified Giardia FBPA; Potency, µM (highest dose often 59.6 µM), for inactives: top-dose activity, negative = inhibition, hits mostly inhibitors; 0.71% of 290,000 active; AID 2451; note: potency is the fitted concentration of half-maximal effect; nearly all actives have a fitted effect of over 55% in size
# Target sequence (A8B2U2 whole entry, looked up): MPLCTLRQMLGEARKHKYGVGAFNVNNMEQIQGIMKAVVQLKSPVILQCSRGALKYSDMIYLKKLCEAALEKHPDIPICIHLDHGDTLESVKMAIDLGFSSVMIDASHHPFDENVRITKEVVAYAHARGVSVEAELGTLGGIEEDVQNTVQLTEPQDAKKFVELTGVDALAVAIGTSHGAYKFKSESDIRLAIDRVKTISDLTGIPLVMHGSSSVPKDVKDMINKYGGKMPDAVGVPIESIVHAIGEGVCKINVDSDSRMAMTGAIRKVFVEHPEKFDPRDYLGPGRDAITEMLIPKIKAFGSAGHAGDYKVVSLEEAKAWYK
#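 40 nM FBPA preincubated 10 min at RT with compound (up to 57.5 uM final), then substrate plus GAPDH/TPI/NAD/arsenate coupling and diaphorase/resazurin added. Fluorescence read after 20 min at RT, 525/598 nm.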
# HCMV antiviral – inhibitors of human cytomegalovirus. AID 1259415. HFF cells, HCMV-luciferase reporter, 72 h; active compounds read low. 4.5% of 410,000 active. activity change, negative = inhibition, % at 57.5 µM; in the data active = activity change below about -60%; inconclusive = no clear call, values can overlap the other calls; inactive = above about -39%
#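 After 16 h attachment at 37C, HFF cells received test compound and HCMV-luciferase (1 PFU/cell); reporter luminescence read 72 h later, data normalized against buffer-only and known inhibitor Salinomycin.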
# The depositor's hits bear a star; u = inconclusive; x = not tested or not shown; [ ] = dose if it differs, or a comment. Unless noted, calls come from the whole dose curve; as a rule, active = well fitted curve in the direction sought with a large enough effect; inconclusive = small, poorly fitted or top-dose-only effect, or another doubt; inactive = no such curve, though single readings can be large; an effect the other way counts as inactive or inconclusive. Unless noted, % is set by controls: 0 for no effect and ±100 for the full control effect.
canonical_smiles	HCV inhibitor	AmpC inh detg	Sm TGR inh	AMA1 RON2 block	FBPA Giardia inh	HCMV antiviral
COc1ccc(F)cc1S(=O)(=O)NC(Cc1ccccc1)C(N)=O (configuration not stated)	14%	-6%	3%	4%	-3%	-3
Nc1cc(N)c(OCC(F)(F)F)cc1OCC(F)(F)F	-2%	-14%	1.1µM*	72%[activator]	u	x
COc1ccccc1CNC(=O)c1cccc(S(=O)(=O)N2CCN(C)CC2)c1	17%	0%	-8%	12%	1%	-5
CC(C)(C)c1ccc(NC(=O)Nc2ccc(OCC(=O)N3CCOCC3)cc2)cc1	u	1%	-4%	2%	-8%	258
O=C(NCCc1ccc(Cl)cc1)C1CCN(S(=O)(=O)N2CCC3(CC2)OCCO3)CC1	-17%	-2%	4%	-2%	x	-13
Cc1ccc(Cn2cc(-c3ccccc3)nn2)cc1	u	-23%	-21%	1%	-2%	12
O=C(Nc1ccc2c(c1)C(=O)OC2)c1ccc(Cl)cc1Cl	-1%	3%	5%	-5%	8%	3
CCN(CC)C(=O)C1CCN(c2nnc(C)c3c(C)n(-c4ccc(Cl)cc4)nc23)CC1	x	19%	-3%	x	x	6
Cc1ccc(-c2cn(-c3cccc(Cl)c3)c(S(=O)(=O)CC(=O)Nc3ccccc3F)n2)cc1	x	14%	7%	x	x	69
CCc1ccc(NC(=O)CCn2cccc2)cc1	-1%	-6%	u	-16%	1%	65
O=C(Cn1cc(C(=S)N2CCOCC2)c2ccccc21)N1CCOCC1	10%	-7%	1%	-1%	-23%	8
O=C1CCC(CCC(=O)N2CCCC(C(=O)c3cccc(C(F)(F)F)c3)C2)=NN1 (configuration not stated)	10%	3%	11%	u	9%	-13
O=C(Nc1cccc(Cl)c1)Nc1nnc(-c2ccccc2)o1	5%	-14%	0%	0%	u	4
O=C1CC(C(=O)N2CCC(N3CCC(C(=O)NC4CC4)CC3)CC2)c2ccccc21 (configuration not stated)	17%	-4%	40µM*	-2%	-13%	-5
Cc1cccc(Nc2ncnc3ccc(Br)cc23)c1	-18%	4%	x	35%[activator]	-3%	-60*
CCc1noc(C)c1C(=O)N1CCN(c2cccc(C)c2C)CC1	2%	u	-3%	2%	x	-33
Cc1cc(C)c(C)c(S(=O)(=O)NCC(=O)O)c1C	13%	4%	-3%	-18%	12%	11
COc1cc2c(cc1OC)C(C)N(C(=O)c1cc3c(s1)-c1c(C)cccc1OC3)CC2 (configuration not stated)	u	u	-8%	1%	-9%	u
O=S(=O)(NCC1CCCO1)c1ccc(Br)cc1 (configuration not stated)	18%	0%	2%	-8%	-1%	-10
CCOc1nc(Nc2ccc(Cl)cc2)nc(OCC)n1	-6%	-3%	36%[activator]	2%	2%	-31
COc1ccc(OCCC(=O)N2CCCCC2)cc1	-1%	-9%	-11%	-5%	1%	16
O=C(CCCN1C(=O)c2ccccc2C1=O)Nc1ccccn1	9%	-12%	1%	15%	7%	4
COc1ccc(Cl)cc1NC(=S)NC(=O)c1ccc2c(c1)OCO2	-1%	x	x	16%	x	-22
CCCCNC(=O)CCc1c(C)nc2cc(-c3ccccc3)nn2c1C	x	-6%	11%	x	x	-22
O=C(O)c1ccc(Oc2ccc(S(=O)(=O)c3ccc(C(=O)O)c(C(=O)O)c3)cc2)cc1	16%	u	-27%	11%	5%	-6
COc1ccc(C)cc1NC(=O)CSc1nnc(CC(=O)Nc2ccccc2F)n1C	-9%	0%	3%	-19%	-5%	-22
O=C(N/N=C/c1c(O)n(CCc2ccccc2)c(=O)[nH]c1=O)c1ccncc1	17%	-1%	18µM*	11%	3%	-17
CCCC(C(=O)NC(C)(C)C)N(Cc1ccc(F)cc1)C(=O)c1snc(C(N)=O)c1N (configuration not stated)	0%	-11%	-2%	13%	-4%	-28
CN(CC(=O)N1CCCC1)S(=O)(=O)c1cccc(Cl)c1	-12%	-2%	-3%	0%	-10%	-12
CCCCCCc1cc2cc(C(=O)Nc3ccccc3)c(=O)oc2cc1O	4.5µM*	u	-7%	-4%	-2%	-100*

# (more compounds)
canonical_smiles	HCV inhibitor	AmpC inh detg	Sm TGR inh	AMA1 RON2 block	FBPA Giardia inh	HCMV antiviral
CCCN1CCN(CCCNC(=O)Cn2nc(-c3ccc(Cl)cc3)ccc2=O)CC1	u	u	1%	16%	1%	u
Cc1ccc(S(=O)(=O)N2CCOCC2)cc1NC(=O)CN1C(=O)NC2(CCCC2)C1=O	-26%	x	x	15%	x	-15
COc1ccccc1Cn1cc(C(=O)c2ccc(Cl)cc2)c(=O)c2cc3c(cc21)OCCO3	x	-3%	-10%	x	x	-8
COc1ccc2c(c1)CC[C@@H]1[C@@H]2CC[C@]2(C)[C@@H](C(=O)O)C[C@@H]12	20%	-14%	-6%	-3%	x	20
COc1ccc(CCNC(=O)C2CCN(C(=O)c3ccc(Cl)cc3)CC2)cc1	3%	2%	-4%	-12%	11%	-9
Cc1ccc(C(=O)NC(C#N)=C(Cl)Cl)cc1	6.3µM*	2%	x	10%	9%	-99*
CCOc1ccccc1C1C(C(=O)N2CCCCC2)=C(C)Nc2nc3ccccc3n21 (configuration not stated)	x	26%	0%	x	x	10
O=C(NCCN1C(=O)S/C(=C\c2ccccc2)C1=O)c1cc(S(=O)(=O)N2CCOCC2)c(Cl)cc1Cl	u	-7%	-5%	-15%	5%	-4
COc1ccc(N2CCN(C(CNS(=O)(=O)c3ccc(C)cc3)c3ccccc3)CC2)cc1 (configuration not stated)	u	x	x	u	x	u
Nc1nc(SCc2ccccc2Cl)nc2nc3c(cc12)CCCC3	x	-1%	9%	31%[activator]	5%	-28
C=CCC1(CC=C)CCCN1C(=O)c1cc(COc2cncc(Cl)c2)on1	x	2%	6%	x	x	5
CCOCCCNC(=O)c1ccc2c(c1)N=C(CC)c1cc(Br)ccc1S2	-29%	3%	-1%	-21%	-11%	-88*
NS(=O)(=O)c1ccc(-c2ccc(C=NC3CCS(=O)(=O)C3)o2)cc1 (configuration not stated)	13%	u	71µM*	-1%	-9%	-9
Cc1ccnc(NS(=O)(=O)c2ccc(N3C(=O)c4c(Cl)c(Cl)c(Cl)c(Cl)c4C3=O)cc2)n1	4%	-9%	-17%	26%	19%	-17
CCc1c(C)sc(NC(NC(C)=O)(C(=O)OC)C(F)(F)F)c1C#N (configuration not stated)	-1%	-6%	50µM*	1%	0%	18
Cc1[nH]n(-c2ccccc2)c(=O)c1/C=N/NC(=O)COc1ccccc1[N+](=O)[O-]	u	-7%	4%	84%[activator]	u	-16
O=C(O)c1c(NC(=O)N2CCOCC2)sc2c1CCCC2	14%	1%	-12%	-11%	-24%	54
COc1ccccc1NC(=O)CSc1nncn2c1cc1sccc12	x	18%	5%	x	x	u
Cc1ccc(NCc2nnc(SC(C)C(=O)N/N=C/c3ccc(C)o3)n2-c2ccccc2)cc1 (configuration not stated)	1%	-3%	-8%	-23%	-3%	2
Cc1ccc(N(CC(=O)NC(C)c2ccccc2)S(=O)(=O)c2c(C)n[nH]c2C)cc1 (configuration not stated)	23%	-3%	0%	-2%	-7%	-34
O=C(NC1CCCCC1)C(c1ccccc1)N1CCc2ccccc21 (configuration not stated)	-27%	-13%	0%	u	-7%	u
CC1CCN(S(=O)(=O)c2cn(CC(=O)N3CCN(C)CC3)c(=O)c3ccccc23)CC1	12%	-4%	-10%	7%	0%	12
O=C(CCCc1nc2ccccc2s1)NCc1cccnc1	0%	-17%	-10%	-4%	6%	26
C/C(CC(=O)NC12CC3CC(CC(C3)C1)C2)=N\NC(=O)c1cnccn1	21%	-3%	-2%	78%[activator]	-20%	-17
Cc1ccc(C(=O)OCC(=O)c2ccc[nH]2)s1	u	-4%	-8%	-2%	2%	-18
CC1CCCC(C)N1C(=O)CSc1nnc(C2CCCCC2)o1 (configuration not stated)	-15%	-9%	-5%	19%	8%	21
CCOc1ccc(N2C(=O)CC(NCc3ccc(F)cc3)C2=O)cc1 (configuration not stated)	26%	-11%	6%	-4%	2%	-3
CC(=O)N1CCc2c(sc(NC(=O)CCS(=O)(=O)c3ccc(C)cc3)c2C#N)C1	18%	-4%	3%	0%	x	5
Cc1ccc(C)n1CCN1CCN(C(=O)CSc2nc3ccccc3nc2N2CCOCC2)CC1	7%	u	-34%	-1%	-10%	-2
COc1ccccc1N1CCN(C(=O)CSc2nc3ncnc(N)c3[nH]2)CC1	-2%	-6%	-1%	1%	-11%	46

# Arranged by count of non-hydrogen atoms (descending): part of the list above
canonical_smiles	HCV inhibitor	AmpC inh detg	Sm TGR inh	AMA1 RON2 block	FBPA Giardia inh	HCMV antiviral
CC(=O)N1CCc2c(sc(NC(=O)CCS(=O)(=O)c3ccc(C)cc3)c2C#N)C1	18%	-4%	3%	0%	x	5
COc1ccc(CCNC(=O)C2CCN(C(=O)c3ccc(Cl)cc3)CC2)cc1	3%	2%	-4%	-12%	11%	-9
COc1ccc2c(c1)CC[C@@H]1[C@@H]2CC[C@]2(C)[C@@H](C(=O)O)C[C@@H]12	20%	-14%	-6%	-3%	x	20
Cc1ccc(C(=O)NC(C#N)=C(Cl)Cl)cc1	6.3µM*	2%	x	10%	9%	-99*

# Continued:
canonical_smiles	HCV inhibitor	AmpC inh detg	Sm TGR inh	AMA1 RON2 block	FBPA Giardia inh	HCMV antiviral
COc1cc(C)c(-c2cc(C(=O)O)c(C)o2)cc1C(C)C	-6%	-6%	-7%	18%	u	5
CC(=O)Nc1cc(C(=O)OCC(=O)c2ccc(Cl)cc2Cl)ccc1C	-3%	u	4%	-6%	1%	-1
Cc1cc(/C=C2/SC(=S)N(c3cccc(Cl)c3)C2=O)c(C)n1-c1cccnc1	2.2µM*	x	x	-20%	x	-93*
O=C(O)Cn1cc(/C=C2\C(=O)NC(=O)N(Cc3ccco3)C2=O)c2ccccc21	u	-1%	5µM*	-6%	-9%	43
CCCCNC(=O)COC(=O)CCC(=O)c1ccc(F)cc1	17%	-10%	-6%	13%	4%	-23
O=C(CSc1nnc2scc(-c3ccccc3)n12)Nc1ccc2c(c1)OCCO2	0%	-19%	2%	-12%	20%	-4
O=S(=O)(Nc1ccc(Cl)nn1)c1ccccc1	-4%	-3%	-4%	16%	2%	-5
Cn1cnc(S(=O)(=O)N2CCCC(C(=O)NCc3ccccc3)C2)c1 (configuration not stated)	x	-2%	4%	x	x	18
Cn1cnnc1Sc1cc(N2CCN(S(=O)(=O)c3ccc4ccccc4c3)CC2)ccc1[N+](=O)[O-]	u	u	-8%	-16%	-5%	-32
Cc1ccnc(N2CCCC(C(=O)NCc3cccs3)C2)n1 (configuration not stated)	3%	1%	-2%	1%	5%	11
COc1ccc(OC)c2c1sc(=NC(=O)C1CC1)n2C	14µM*	0%	6%	-3%	1%	-5
Clc1nc(-c2ccccc2)cc(-c2ccccc2)n1	u	-1%	1%	87%[activator]	-1%	30
CCOc1ccc(C2C(C(=O)Nc3ccccc3)=C(C)Nc3nc(SCc4cc(C)ccc4C)nn32)cc1 (configuration not stated)	x	8%	-1%	x	x	16
CC1CCN(c2ncnc3nc[nH]c23)CC1	u	u	-14%	-3%	-14%	-23

# Screens (PubChem)
